Assay outcomes (PubChem BioAssay)
LYPLA1 counter: LYPLA1 (human) inhibition in PME1 counter-screen; 0.16% of 320,000 active; O75608; inhibition, % at 5.9 µM; recombinant LYPLA1, FP-Rh probe fluorescence polarization;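 active means inhibition above the mean of all tested compounds plus 3 SD, set per campaign, cut at about 14% in these data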;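 further: inhibitors block serine hydrolase probe labeling of LYPLA1 so polarization falls; 0% = enzyme with DMSO and 100% = wells lacking LYPLA1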
PAFAH1B3 inh: inhibitors of human PAFAH1B3; recombinant PAFAH1B3, FP-rhodamine probe, fluorescence polarization; 0.28% of 340,000 active; inhibition, % at 3.39 µM;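 active means inhibition above the screen-wide average of all tested compounds plus 3 SD, cut at about 25% in these data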;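 further: 0% = enzyme with DMSO only and 100% = wells lacking PAFAH1B3 protein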
pPAFAH inh: pPAFAH (human) enzyme inhibition; inhibition, % at 3.39 µM; Q13093; recombinant pPAFAH, FP-rhodamine probe fluorescence polarization; 1.5% of 330,000 active;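 active means inhibition above the mean inhibition across the screen plus 3 SD, cut at about 25% in these data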;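 further: inhibitors block binding of the rhodamine activity-based probe so polarization drops; 0% = enzyme with DMSO and 100% = wells lacking pPAFAH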
PME-1 primary: blocks human protein phosphatase methylesterase 1; Q9Y570; recombinant PME-1, FP-Rh probe fluorescence polarization; inhibition, % at 5.9 µM; 0.53% of 320,000 active; AID 2130;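 active means inhibition above the campaign mean of all compounds plus 3 SD, cut at about 26% in these data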;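 further: competitive labeling of PME-1 active site by serine hydrolase directed probe; 0% = PME-1 with DMSO and 100% = wells lacking PME-1 enzyme; inhibitors block probe labeling so polarization falls and inhibition rises; many of its hits are not listed in these tables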
PAFAH2 inh: inhibitors of human PAFAH2. recombinant PAFAH2, FP-rhodamine activity probe, fluorescence polarization. inhibition, % at 3.39 µM. 0.99% of 340,000 active. AID 492956;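 active means inhibition above the mean over all tested compounds plus 3 SD, cut at about 30% in these data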;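 further: inhibitors block probe labeling of enzyme so polarization drops; 0% = enzyme with DMSO and 100% = wells lacking PAFAH2 protein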
GSTO1 counter: GSTO1 inhibition, counter-screen for RBBP9 inhibitors; P78417; recombinant GSTO1, activity-based probe fluorescence polarization; inhibition, % at 5.96 µM; 1.1% of 300,000 active; AID 1974;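 active means inhibition above the campaign mean inhibition plus 3 SD, cut at about 35% in these data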;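 further: 0% = GSTO1-1 with DMSO and 100% = wells lacking GSTO1-1 enzyme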
Target sequence (P78417 whole entry, looked up): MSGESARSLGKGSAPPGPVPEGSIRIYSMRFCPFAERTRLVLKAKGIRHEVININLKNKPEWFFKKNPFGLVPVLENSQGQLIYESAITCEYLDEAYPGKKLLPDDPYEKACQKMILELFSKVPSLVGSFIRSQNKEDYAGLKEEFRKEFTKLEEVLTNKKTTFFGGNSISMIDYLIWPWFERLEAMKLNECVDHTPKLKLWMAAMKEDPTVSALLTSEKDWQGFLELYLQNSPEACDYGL
LYPLA2 inh: counter-screen for PME1 inhibitors: inhibitors of human LYPLA2 | 0.38% of 320,000 active | recombinant LYPLA2, FP-Rh probe fluorescence polarization | O95372 | inhibition, % at 5.9 µM | AID 2177;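 active means inhibition above the screen-wide mean plus 3 SD, limit set per campaign, cut at about 26% in these data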;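 further: 0% = LYPLA2 with DMSO and 100% = wells lacking LYPLA2 enzyme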
PAD4 FP inh: inhibitors of human PAD4. 0.41% of 330,000 active. AID 485272. Q9UM07. inhibition, % at 6.36 µM. recombinant PAD4, RCA probe fluorescence polarization;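 active means percent inhibition above a cutoff equal to the mean of all tested compounds plus 3 SD, cut at about 15% in these data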;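 further: 0% = PAD4 with RCA probe and DMSO and 100% = probe without PAD4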
Target sequence (Q9UM07 whole entry, looked up): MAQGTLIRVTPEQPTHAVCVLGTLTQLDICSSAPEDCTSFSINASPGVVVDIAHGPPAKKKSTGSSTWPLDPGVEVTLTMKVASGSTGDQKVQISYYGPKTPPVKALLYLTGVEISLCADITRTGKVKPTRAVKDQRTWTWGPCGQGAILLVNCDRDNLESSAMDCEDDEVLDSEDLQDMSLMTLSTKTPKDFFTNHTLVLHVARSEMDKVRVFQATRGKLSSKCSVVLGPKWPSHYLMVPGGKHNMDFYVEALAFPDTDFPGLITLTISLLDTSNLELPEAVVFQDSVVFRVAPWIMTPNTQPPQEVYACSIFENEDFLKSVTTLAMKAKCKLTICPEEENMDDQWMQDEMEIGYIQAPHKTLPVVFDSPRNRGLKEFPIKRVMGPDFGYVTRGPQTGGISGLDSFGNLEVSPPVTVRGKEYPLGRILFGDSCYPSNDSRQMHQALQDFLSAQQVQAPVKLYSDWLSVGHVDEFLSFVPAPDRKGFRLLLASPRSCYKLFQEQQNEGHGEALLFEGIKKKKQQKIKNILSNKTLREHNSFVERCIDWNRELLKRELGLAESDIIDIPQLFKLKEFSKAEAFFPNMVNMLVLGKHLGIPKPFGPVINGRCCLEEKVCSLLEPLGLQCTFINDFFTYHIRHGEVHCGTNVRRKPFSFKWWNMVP
PAFAH1B2 FP inh: blocks human PAF acetylhydrolase 1b catalytic subunit 2. P68402. recombinant PAFAH1B2, FP-rhodamine activity probe, fluorescence polarization. inhibition, % at 3.39 µM. 1.2% of 340,000 active. AID 492953;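 active means inhibition above the mean of all tested compounds plus 3 SD, cut at about 24% in these data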;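 further: 0% = enzyme with DMSO and 100% = wells lacking PAFAH1B2; many of its hits are not listed in these tables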
* marks the source's active call; other numbers are inactive results; / = not tested or not shown.

SMILES	LYPLA1 counter	PAFAH1B3 inh	pPAFAH inh	PME-1 primary	PAFAH2 inh	GSTO1 counter	LYPLA2 inh	PAD4 FP inh	PAFAH1B2 FP inh
Cc1nn(Cc2ccccc2)c(Cl)c1C(=O)OCc1nnc(-c2ccc(Cl)cc2)o1	-15	-2	1	-4	17	-1	15	-6	0
Cc1ccc(Cn2nnc3c(=O)n(CC(=O)NCC4CCCO4)cnc32)cc1 (stereo not given)	-1	8	0	0	1	0	3	-4	0
CCCCn1c(N)c(N(CCOC)C(=O)c2cc(-c3ccccc3)nc3ccccc23)c(=O)[nH]c1=O	4	8	5	0	5	4	8	-2	5
O=C(c1ccc(N2CCCC2)c([N+](=O)[O-])c1)N1CCN(CCO)CC1	-1	-3	2	0	2	-2	2	2	-1
CCOc1ccc(-n2nc(C(=O)NC3CCCCC3)c3ccccc3c2=O)cc1	0	10	1	-5	5	9	2	-3	6
O/N=C(\c1ccccn1)C1CC1c1ccccc1 (stereo not given)	0	0	-1	-3	6	0	-4	2	7
O=S(=O)(c1cccc2cnccc12)N1CCNCC1	-1	0	-6	2	2	1	-2	-5	-4
Cc1ccccc1CCNC(=O)C1CCCN(c2cnccn2)C1 (stereo not given)	4	1	4	-9	4	-4	3	0	-1
CCCc1cc(C(=O)NC2CCCN(Cc3ccccc3F)C2)no1 (stereo not given)	-4	2	6	-5	2	4	3	-4	-2
COc1ccc(N2CC(NS(=O)(=O)c3cccs3)CC2=O)cc1OC (stereo not given)	2	2	1	3	-3	3	0	1	-1
O=c1c2cc(N3CCOCC3)ccc2[nH]c(=S)n1CCCN1CCN(c2ccccc2F)CC1	3	/	6	-4	/	0	1	-4	/
COC(=O)c1ccc(NC(=O)c2ccc(NS(=O)(=O)c3cccc4cccnc34)cc2)cc1	-4	4	-1	-15	-9	-12	-6	3	5
CC(NC(=S)NCCN1CCOCC1)C12CC3CC(CC(C3)C1)C2 (stereo not given)	0	/	4	5	/	3	3	-2	/
CC(Sc1nnnn1-c1ccc(Cl)cc1)C(=O)NCC(=O)Nc1ccc(F)c(F)c1F (stereo not given)	-2	-1	-1	6	-3	1	-3	1	9
COc1cccc(N(C(=O)c2snc(C(N)=O)c2N)C(C(=O)NCC2CCCO2)c2ccc3ncccc3c2)c1 (stereo not given)	-5	6	2	3	-2	-5	-3	-4	-1
COc1ccc(-c2csc(NC(=O)CCCc3nc4ccccc4c(=O)[nH]3)n2)cc1OC	3	-7	-4	1	4	-13	10	5	-2
CSc1ccccc1NC(=O)c1ccc(Cl)s1	-1	10	5	3	2	1	0	-2	1
CCOc1ccc(-n2c(SCc3ccc([N+](=O)[O-])cc3)nnc2-c2ccccc2)cc1	-7	5	3	9	4	5	-9	-3	6
CSc1cccc(CN2CCCC(C(=O)Nc3cccc(-n4cccn4)c3)C2)c1 (stereo not given)	-2	2	10	5	-5	0	11	-3	-10
O=C1OC(C(=O)Nc2nccs2)Cc2ccccc21 (stereo not given)	1	-5	2	-1	-1	-4	4	1	7
CC(=O)Nc1ccc(C(=O)CS(=O)(=O)c2ccc(C)cc2)cc1	-2	-2	-6	-1	-2	4	0	2	4
COc1ccccc1C(CNC(=O)c1ccco1)N1CCCC1 (stereo not given)	-1	0	0	-4	2	/	-1	-3	5
CCOc1cc(C2C(C#N)=C(N)OC(C)=C2C(C)=O)cc(Br)c1O (stereo not given)	0	-1	0	-3	-2	6	-5	-4	10
CCCN1CCN(CCCNC(=O)Cn2nc(-c3ccccc3)ccc2=O)CC1	1	1	3	1	-2	3	5	4	9
C#CCOCCOCCOCCNc1nc(N2CCN(C(=O)CCCCCCCCCCNC(=O)[C@H](CCCCN)n3cc(C[C@@H](C)CC)nn3)CC2)nc(N2CCN(C(=O)CCCCCCCCCCNC(=O)[C@H](CCCN=C(N)N)n3cc(C[C@@H](C)CC)nn3)CC2)n1	-5	-2	2	-4	-7	1	-7	-17	-5
COC(=O)c1noc(C)c1-c1ccnn1C(=O)c1ccc(C)cc1	-2	6	-3	-2	54*	1	-4	-4	-3
CC(NC(=O)Cc1ccsc1)c1ccc(F)cc1 (stereo not given)	-2	2	-2	-2	-3	10	-2	0	9
Cc1cccc(Nc2nc(N)nc(CN3CCN(c4ccc(F)cc4)CC3)n2)c1	1	-2	5	2	-9	-7	-1	-1	2
COc1ccc(C(=O)Nc2c(N)nc(SCC(=O)NCC3CCCO3)[nH]c2=O)cc1 (stereo not given)	-5	4	1	-1	9	-2	-8	2	5
CC(=O)Nc1ccc(S(=O)(=O)Nc2nc3ccc([N+](=O)[O-])cc3s2)cc1	-3	9	10	-13	8	-11	-10	-6	0
CC(C)(C)N1C(=O)[C@H]2[C@@H](c3ccc(Br)cc3)N3C(=O)N(c4cccc(Cl)c4)C(=O)[C@@]3(Cc3ccccc3)[C@H]2C1=O	-5	7	6	-12	-5	-2	-6	-4	1
Cc1nc2ccccc2c(=O)n1NC(=O)c1ccccc1[N+](=O)[O-]	3	7	7	3	-2	-7	8	-2	5
COc1ccc(/C=C/C(=O)c2nc3ccccc3n2CC(=O)c2ccc(OC)cc2)cc1	-5	-1	-4	-8	-9	-5	-8	-4	-6
CCC(C)(C)NC(=O)CN(C(=O)c1snc(C(N)=O)c1N)c1ccc2nc(C)sc2c1	1	-1	0	-1	0	1	8	1	-3
O=C(O)CCn1cc(C(=O)O)c(-c2ccccc2)n1	1	1	1	-4	2	3	0	-2	0
O=C(c1ccco1)N1CCc2[nH]nc(-c3ccc(Cl)cc3)c2C1	1	4	-3	4	6	-25	3	-1	5
O=C(CCCN1C(=O)C(c2ccccc2)Oc2cccnc21)NCc1ccccc1F (stereo not given)	1	1	3	5	5	3	2	4	-2
COCCNC(=O)C(OC(=O)C1=Cc2ccccc2OC1)C(C)C (stereo not given)	-2	5	2	-2	2	1	1	-5	7
CCOC(=O)c1c(C)[nH]c(C)c1S(=O)(=O)NCc1ccccc1OCC	2	9	2	0	-1	6	-6	-2	4
OC(COc1ccc(F)cc1Cl)CN1CCC(Cc2ccccc2)CC1 (stereo not given)	6	4	-4	-8	-5	0	-5	2	3
COCCN(CCOC)C(=O)CN1C(=O)NC2(CCCc3sccc32)C1=O (stereo not given)	-3	3	1	-5	-1	-8	6	3	3
O=C(Cc1ccccc1)NN1C(=O)c2ccccc2C1=O	-2	4	3	2	4	7	1	-1	2
O=C(NC1CCCC1)C(c1cccs1)N(Cc1ccco1)C(=O)c1csnn1 (stereo not given)	-1	-8	4	-4	-6	0	-1	-7	0
C#CCOCCOCCOCCNc1nc(N2CCN(C(=O)[C@H](Cc3ccc(O)cc3)n3cc([C@@H](N)CC(C)C)nn3)CC2)nc(N2CCN(C(=O)[C@H](Cc3cc4ccccc4[nH]3)n3cc([C@@H](N)CC(C)C)nn3)CC2)n1	-5	/	-3	0	/	-1	-6	-2	/
O=S(=O)(NCCc1csc(-c2cccnc2)n1)c1cccc(F)c1	2	6	5	3	-1	-3	5	-6	-1
Cc1nn(C(C)c2n[nH]c(=S)n2-c2cccc(Cl)c2)c(C)c1[N+](=O)[O-] (stereo not given)	-1	3	4	-7	-1	11	3	-3	4
Cc1ccc(NC(=O)c2nnn(-c3cccc(C(F)(F)F)c3)c2N)cc1	0	-5	5	6	-2	-1	2	3	-4
O=C1C2C3C=CC(C3)C2C(=O)N1c1cccnc1 (stereo not given)	-1	4	7	-5	-9	-6	-1	2	4
Cc1[nH]n(-c2ccccc2)c(=O)c1C=Nc1ccc(S(=O)(=O)NC(N)=O)cc1	1	2	7	-2	-3	0	3	-11	-3
CC1(C)S[C@@H]2[C@H](NC(=O)[C@H](N)c3ccc(O)cc3)C(=O)N2[C@H]1C(=O)O	-1	-2	-7	0	-3	3	4	-10	-2
(cont.)
SMILES	LYPLA1 counter	PAFAH1B3 inh	pPAFAH inh	PME-1 primary	PAFAH2 inh	GSTO1 counter	LYPLA2 inh	PAD4 FP inh	PAFAH1B2 FP inh
COc1ccccc1NC(=O)Cn1cnc2c(oc3nc4c(cc32)CCCC4)c1=O	-2	8	3	12	-4	-5	4	-1	-1
O=C(Cn1cnc2c(nnn2Cc2ccc(F)cc2)c1=O)NCC1CCCO1 (stereo not given)	-2	1	2	-5	1	6	4	-3	-3
CCOc1ccc(CNC(=O)Cn2ccc3cc(S(=O)(=O)N4CCCC4)ccc32)cc1	-1	-2	3	12	3	-2	-1	1	2
CCCC1(C(=O)OC)NC(c2ccco2)C2C(=O)N(c3ccc(C)cc3)C(=O)C21 (stereo not given)	1	3	2	-8	0	5	2	-2	3
CCOC(=O)c1ccc(Nc2nc(-c3cccnc3)nc3ccccc23)cc1	-15	-13	-8	-30	-15	-10	-23	-6	-9
Cc1csc(NC(=O)CSc2nnc(NC(=O)COc3ccccc3)s2)n1	1	-6	-2	-3	-3	1	5	0	-2
Cc1cccc(-n2c(C)n[nH]c2=S)c1C	-6	2	-2	-6	-2	8	-8	-9	4
CCCCNC(=O)CO/N=C(\C)c1cc2ccccc2o1	-1	-2	1	0	-3	-4	-12	-3	2
COc1ccc(C(CCN2CCN(c3ccccc3)CC2)c2c(OC)cc(OC)c3c(-c4ccccc4)cc(=O)oc23)cc1 (stereo not given)	-1	5	6	-8	0	-4	-1	0	5
COc1ccc(C(=O)NNC(=O)Cc2ccc(-c3ccccc3)cc2)cc1OC	3	-1	4	-2	9	11	5	-1	3
CCCC1(C(=O)OC)NC(c2ccc(OC)c(OC)c2)C2C(=O)N(c3cccc(C(C)=O)c3)C(=O)C21 (stereo not given)	-1	3	0	1	-3	0	0	2	-1
COc1cccc(CN(C(=O)c2ccccc2)C2CCS(=O)(=O)C2)c1 (stereo not given)	2	7	-2	-4	-9	6	3	1	7
Cc1cc2nnc(SCC(=O)N3CCN(c4ccccc4)CC3)n2c(N)n1	0	8	5	2	-8	2	-8	-6	2
O=C(COC(=O)CCC(NC(=O)OCc1ccccc1)C(=O)OCC(=O)Nc1ccccc1)Nc1ccccc1 (stereo not given)	3	-8	3	1	70*	7	2	2	6
COc1ccccc1C(=O)NC(=O)CSc1ccc(C)c(C)c1	/	1	3	/	8	/	/	-7	9
S=C(NC1CCCCC1)N1CCN(Cc2ccccc2Cl)CC1	2	4	9	1	3	-9	3	-6	6
CCCOc1ccc(-c2c(C(=O)N/N=C/c3ccc(OC)cc3)nnn2-c2nonc2N)cc1	-14	-2	-3	-24	-28	-5	-31	2	-6
COC(=O)Nc1ccc(S(=O)(=O)N2CCCC(C(=O)N3CCCCCC3)C2)cc1 (stereo not given)	-2	4	-3	0	-2	8	-1	0	2
O=C(COC(=O)c1ccccc1O)NC(c1ccccc1)c1ccccc1	/	10	3	/	-4	/	/	1	0
Cn1nnnc1SCCNCc1ccncc1	1	1	3	3	0	-2	-3	2	-2
C=CCOc1ccc(-c2nc3c(c(=O)[nH]c(=O)n3CCCC)n2C)cc1Br	2	-7	0	-1	0	0	9	-4	0
CN(c1ccccc1)S(=O)(=O)c1cc(C(=O)Nc2nc3ccccc3[nH]2)ccc1Cl	-29	13	-3	-37	-24	-15	-37	-1	4
CC(=O)N1NC(=Nc2ccccc2)SC1(C)C	1	10	0	4	-1	-5	2	9	6

Only part of the results is shown, so the mix of outcomes need not match the whole.
